A549 viability: Nrf2 qHTS screen for inhibitors: counterscreen for cytotoxicity; A549 ARE-Fluc cells, CellTiter-Fluor viability, 18-24 h; Potency, µM (top dose mostly 46 µM), for the others: at the top dose activity change, negative = cytotoxicity, usual class: inhibitors; 0.16% of 390,000 active; also: potency is read from the fitted curve at half-maximal effect; % is scaled to controls: 0 for no effect and ±100 for the full control effect
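A549 ARE_Fluc cells in 5% FBS OPTI-MEM were exposed to compounds in concentration-response for 18-24 h at 37 deg C. Viability was read by CellTiter-Fluor fluorescence (Ex 405/Em 525) after 30 min, before the luciferase read.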
IL2 activator: qHTS of IL-2 Activators. IL-2 activation reporter assay, cell-based qHTS; stimulated with anti-CD3/CD4/CD28 beads; in transgenic mouse T cells. activation, % (series mostly up to about 46 µM). 0.065% of 360,000 active. AID 652025, 2013; in the data active = activation above about 50%; inconclusive = mostly about 30% to 49%; also: 0% is about no effect
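EGFP and DsRed fluorescence is measured by plate cytometry in unstimulated transgenic mouse T cells exposed to compound for 60 minutes, then stimulated 18 hours at 37 degrees C with anti-CD3/anti-CD4 beads plus anti-CD28.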
HepG2 viability: qHTS for Inhibitors of TGF-b: Cytotox Counterscreen. Potency, µM (highest dose often 46.1 µM), inactives show at the top dose activity change, negative = cytotoxicity, actives largely listed as cytotoxic. AID 588856, 2011. HepG2 CAGA-GFP viability, ATP luminescence, 18 h. 0.76% of 410,000 active; also: potency is read from the fitted curve at half-maximal effect; some results filed as inactive show a strong effect at the top dose
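CellTiter-Glo luminescence gave cytotoxicity after 18 hours at 37 degrees C. The cells were HepG2 CAGA-GFP in 1% FBS DMEM, stimulated with 500 pg/mL TGF-beta after compound addition. %Activity was normalised to no-cell wells (complete cell-killing) and DMSO (no toxicity), and curves were fitted and classified.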
TGFb SMAD3 inh: qHTS for Inhibitors of TGF-b | HepG2 CAGA-GFP TGF-b/SMAD3 reporter, GFP fluorescence, 18 h; TGF-beta stimulated, 500 pg/mL final | Potency, µM (doses to about 46.1 µM), without a hit: top-dose activity, negative = inhibition, most hits filed as inhibitors | 1.2% of 410,000 active; also: potency is read from the fitted curve at half-maximal effect; % is scaled to controls: 0 for no effect and ±100 for the full control effect; nearly all actives have a fitted effect of over 65% in size
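Inhibition was scored as loss of TGF-beta-induced (500 pg/mL final, 18 hours, 37 degrees C) GFP in HEPG2 cells carrying a CAGA-GFP reporter, in DMEM with 1% FBS. Well GFP was summed per cell; Activity was normalised to unstimulated and stimulated DMSO wells, then concentration-response fitting.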
EPAC2 ag: qHTS for Agonist of cAMP-regulated guanine nucleotide exchange factor 4 (EPAC2): primary screen; Rap guanine nucleotide exchange factor 4 (Homo sapiens), Q8WZA2; EPAC2 activation, biochemical qHTS; response scale: 100% = 6.5 mM cAMP response; Potency, µM (top dose mostly 154 µM), for the others: at the highest dose activation, actives largely listed as activators; 0.079% of 360,000 active; also: potency is read from the fitted curve at half-maximal effect; nearly all actives have a fitted effect of over 50% in size
Target sequence (Q8WZA2 whole entry, looked up): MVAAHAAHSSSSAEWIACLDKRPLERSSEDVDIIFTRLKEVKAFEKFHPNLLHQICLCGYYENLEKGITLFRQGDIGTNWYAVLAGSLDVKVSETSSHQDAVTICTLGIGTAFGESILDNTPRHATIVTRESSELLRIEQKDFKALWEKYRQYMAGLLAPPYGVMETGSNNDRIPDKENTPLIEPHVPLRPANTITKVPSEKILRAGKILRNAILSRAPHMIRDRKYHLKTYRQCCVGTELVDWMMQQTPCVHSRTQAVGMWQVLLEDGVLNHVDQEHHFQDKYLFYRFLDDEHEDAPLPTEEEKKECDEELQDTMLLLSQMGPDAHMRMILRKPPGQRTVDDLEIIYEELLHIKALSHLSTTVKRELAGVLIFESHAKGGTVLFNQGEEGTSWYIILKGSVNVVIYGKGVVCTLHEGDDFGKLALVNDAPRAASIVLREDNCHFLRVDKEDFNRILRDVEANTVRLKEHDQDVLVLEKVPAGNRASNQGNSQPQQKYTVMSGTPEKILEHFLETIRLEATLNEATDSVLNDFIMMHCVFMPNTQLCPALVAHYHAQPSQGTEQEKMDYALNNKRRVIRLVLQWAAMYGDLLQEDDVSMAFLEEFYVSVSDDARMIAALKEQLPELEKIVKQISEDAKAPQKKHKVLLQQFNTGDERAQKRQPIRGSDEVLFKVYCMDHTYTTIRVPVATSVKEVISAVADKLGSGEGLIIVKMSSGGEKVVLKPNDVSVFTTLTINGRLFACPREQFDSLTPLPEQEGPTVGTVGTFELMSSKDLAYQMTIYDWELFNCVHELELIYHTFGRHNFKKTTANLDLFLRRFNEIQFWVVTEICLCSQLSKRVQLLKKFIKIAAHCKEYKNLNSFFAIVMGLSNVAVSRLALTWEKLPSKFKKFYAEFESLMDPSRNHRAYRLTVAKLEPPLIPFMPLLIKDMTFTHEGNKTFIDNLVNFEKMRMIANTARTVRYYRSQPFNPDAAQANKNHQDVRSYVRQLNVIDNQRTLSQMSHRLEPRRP
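EPAC2 (100 nM) mixed with Rap1B loaded with BODIPY-GDP (250 nM) plus 50 uM unlabeled GDP; compounds pinned in, 5 min RT, then read every 5 min for 30 min (ex 480, em 540 nm). Normalized to cAMP control.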
ATXN2 expr inh: Primary qHTS for Inhibitors of ATXN expression; HEK-293 ATXN2-luciferase reporter, luminescence, 24 h; Potency, µM (highest dose often 57 µM), inactives show at the highest dose activity change, negative = inhibition, usual class: inhibitors; 0.72% of 360,000 active; also: potency is read from the fitted curve at half-maximal effect; % is scaled to controls: 0 for no effect and ±100 for the full control effect; nearly all actives have a fitted effect of over 55% in size
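qHTS (up to 57 uM final) was run with 24 h compound exposure of reporter cells at 37 °C. Each well was multiplexed: SteadyGlo luminescence measured ATXN2-luciferase expression after a fluorogenic Gly-Phe-AFC viability readout (25 uM final).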
Nrf2 block: Nrf2 qHTS screen for inhibitors; AID 504444, 2011; Potency, µM (top dose mostly 46 µM), without a hit: top-dose activity change, negative = inhibition, hits mostly inhibitors; A549 ARE-Fluc reporter, luciferase luminescence, 18-24 h; 2.1% of 360,000 active; also: potency is read from the fitted curve at half-maximal effect; % is scaled to controls: 0 for no effect and ±100 for the full control effect; nearly all actives have a fitted effect of over 60% in size
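In this cell-based qHTS, ARE-driven firefly luciferase in A549 cells reports Nrf2 activity; the luminescent signal after BugLite lysis is the measured value, with a prior CellTiter-Fluor read for cell health.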
ATXN viability: Viability Counterscreen for Primary qHTS for Inhibitors of ATXN expression. S2 cells (HEK-293 line with an ATXN2-luciferase reporter) viability, CellTiter-Fluor protease fluorescence, 24 h. Potency, µM (top dose mostly 56.7 µM), most hits filed as cytotoxic. 0.49% of 400,000 active. AID 651635, 2014; also: potency is read from the fitted curve at half-maximal effect; nearly all actives have a fitted effect of over 40% in size
Nrf2 ARE act: qHTS of Nrf2 Activators. AREc32 ARE-luciferase reporter (MCF7-derived line), luminescence, 24 h. Potency, µM (doses to about 46.1 µM), for inactives: top-dose activation, most hits filed as activators. 0.31% of 410,000 active; also: potency is read from the fitted curve at half-maximal effect; % of control where 0% means no effect; nearly all actives have a fitted effect of over 65% in size
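ARE-driven firefly luciferase activity in AREc32 cells measured after a 24 hr compound exposure at 37 deg C, using Steady-Glo reagent and a 30 min room-temperature hold.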
Numbers without * were called inactive; i = inactive; u = inconclusive; x = not tested or not shown; & = joins results of further samples; [ ] = dose if it differs, or a comment. Unless noted, calls follow the shape of the dose curve; as a rule, active = well fitted curve in the direction sought with a large enough effect; inconclusive = small, poorly fitted or top-dose-only effect, or another doubt; inactive = no such curve, though single readings can be large; an effect the other way counts as inactive or inconclusive.

SMILES	A549 viability	IL2 activator	HepG2 viability	TGFb SMAD3 inh	EPAC2 ag	ATXN2 expr inh	Nrf2 block	ATXN viability	Nrf2 ARE act
OC(CN=c1sc2ccccc2n1CC(O)COc1ccccc1)COc1ccccc1 (stereo not drawn)	u	0.2	14µM*	u	14%	u	23µM*	u	-1.2%
Cc1ccc(C)c2[nH]c(=O)c(CN(Cc3ccco3)C(=S)NCC3CCCO3)cc12 (stereo not drawn)	-10%	-0.1	-14%	-5%	5%	2%	-3%	i	2.3%
COc1ccc(C(=O)NCC(=O)NCC2COc3ccccc3O2)cc1 (stereo not drawn)	9%	-3.0	-1%	-12%	-3%	0%	5%	i	-0.2%
Cc1ccc2c(C)c(C(=O)Nc3cccnc3)oc2c1	0%	-0.3	-35%	-7%	5%	51%[activator]	u	i	5.7%
O=C(CCc1ccccc1)NCC1(c2ccccc2)CCCC1	11%	0.0	-14%	-1%	5%	1%	8%	x	2.8%
O=C(/C=C\Nc1ccc2c(c1)OCO2)c1cccs1	u	1.9	-44%	9%	2%	13%	u	u	0.2%
CCN(c1ccc(NC(=O)COC(=O)c2cc3ccccc3oc2=O)cc1)C(C)C	4%	-3.4	8%	-6%	12%	-25%[11.3 µM]	29%	i	3.0%
CCOC(=O)NNC(=O)C1CCC(C)CC1 (stereo not drawn)	-1%&2%	-0.3	-2%&-10%	5%&-9%	3%	9%&9%	-8%	i	0.3%&-0.7%
CCN(CC(=O)Nc1ccccc1OC)C(=O)c1ccc(NS(=O)(=O)c2ccc(C(C)=O)cc2)cc1	1%	-2.1	4%	-1%	-2%	0%	-15%	i	0.2%
Cc1ccc2c(c1)[C@H]1[C@H](CO2)[C@H](c2ccccc2)[C@]2(C)C(=O)Nc3cc(F)ccc3C(=O)N12	-11%	0.5	-14%	-28%	5%	-35%	u	u	3.4%
C=C(C)Cn1c2ccc(NC(=O)NCc3ccccc3)cc2c(=O)n1C	x	0.3	4%	-2%	17%	3%	x	i	0.4%
Cc1noc(C)c1C(=O)OCC(=O)Nc1c(F)cccc1F	-1%	1.0	2%	10%	10%	-10%	1%	i	0.4%
CCCCSc1nc2c(c(=O)[nH]c(=O)n2C)n1CCc1ccccc1	5%	-3.0	-14%	-28%	-5%	-23%	-13%	i	-0.8%
COc1cccc(-n2nnc3c(=O)n(C/C=C/c4ccccc4)cnc32)c1	10%	-4.0	-1%	6%	12%	5%	-3%	i	0.9%
O=C(CSc1nnc(COc2ccc(Cl)cc2)n1Cc1ccco1)c1ccccc1F	u	-1.0	4%	-28%	1%	5%	13µM*	i	0.1%
O=C(c1ccccc1Nc1ccc(SC(F)F)cc1)N1CCCCC1	1%	-2.2	-20%	-13%	19%	-16%	37%	i	-0.3%
Cc1ccc(NC(=O)CN2CCN(C)CC2)cc1S(=O)(=O)N1CCOCC1	1%	4.2	8%	3%	4%	7%	7%	i	0.1%
O=C(OCC(=O)N1CCN(C(=O)c2ccco2)CC1)c1cc(F)c(F)cc1Cl	0%	-0.7	-7%	5%	6%	-5%	2%	i	-0.7%
CC1CN(C(=O)C(C)Sc2nnnn2C)CC(C)O1 (stereo not drawn)	-1%	-1.9	9%	-3%	-1%	-4%	6%	i	-0.9%
O=C(COC(=O)c1ccccn1)NC1CCCCC1	-1%	1.5	-3%	14%	-7%	1%	-2%	i	-0.2%

An excerpt of these results, as a markdown table:
| Structure | A549 viability | IL2 activator | HepG2 viability | TGFb SMAD3 inh | EPAC2 ag | ATXN2 expr inh | Nrf2 block | ATXN viability | Nrf2 ARE act |
| --- | --- | --- | --- | --- | --- | --- | --- | --- | --- |
| O=C(CSc1nnc(COc2ccc(Cl)cc2)n1Cc1ccco1)c1ccccc1F | u | -1.0 | 4% | -28% | 1% | 5% | 13µM* | i | 0.1% |
| CCN(c1ccc(NC(=O)COC(=O)c2cc3ccccc3oc2=O)cc1)C(C)C | 4% | -3.4 | 8% | -6% | 12% | -25%[11.3 µM] | 29% | i | 3.0% |
| Cc1ccc2c(C)c(C(=O)Nc3cccnc3)oc2c1 | 0% | -0.3 | -35% | -7% | 5% | 51%[activator] | u | i | 5.7% |

(listing goes on)
SMILES	A549 viability	IL2 activator	HepG2 viability	TGFb SMAD3 inh	EPAC2 ag	ATXN2 expr inh	Nrf2 block	ATXN viability	Nrf2 ARE act
CN(c1ccccc1)S(=O)(=O)c1cccc(NC(=O)Cn2cnc3ccccc3c2=O)c1	-1%	1.0	1%	-28%	-1%	0%	x	i	2.2%
Cc1ccccc1N1CC(O)(c2ccccc2)[N+]2=C1SCC2 (stereo not drawn)	-4%	0.9	-14%	-34%	3%	-9%	10%	i	0.4%
COc1ccc(NC(=O)CCNC(=O)c2ccccc2)cc1S(N)(=O)=O	2%	-3.1	-46%	-24%	-3%	21%	-4%	i	0.4%
CS(=O)(=O)c1ccccc1-c1nnc(NC(=O)Cc2ccccc2)o1	11%	-4.4	-28%	u	4%	-6%	-17%	i	-0.7%
CCc1[nH]nc2c1C(c1ccsc1)C(C#N)=C(N)O2 (stereo not drawn)	-13%	0.4	-5%	2%	4%	-11%	-12%	i	3.8%
COCC1CCCCN1C(=O)c1ccc(OC2CCN(CCc3ccccc3)CC2)cc1 (stereo not drawn)	-11%	-1.6	-28%	u	7%	-13%	1%	i	-0.5%
O=C1C(=O)N(C2CCS(=O)(=O)C2)C(c2cccc(O)c2)/C1=C(/O)c1ccc(Cl)cc1 (stereo not drawn)	-1%	-1.2	10%	2%	9%	-27%	-4%	u	-0.6%
O=C(CN1C(=O)S/C(=C\c2ccccn2)C1=O)Nc1ccc(F)cc1	-1%	-1.5	3%	-1%	3%	0%	-10%	i	6.9%
COc1ccc(C(C(=O)NC2CCCCC2)N(C(=O)c2ccco2)c2ccccc2OC)cc1 (stereo not drawn)	1%	-2.4	2%	-14%	18%	-9%	-2%	i	1.6%
N=c1oc2ccc3ccccc3c2cc1C(N)=S	3%	2.3	-2%	-11%	-3%	x	-7%	i	7.4%
CCc1ccc(CC)c(S(=O)(=O)Nc2ccc(C(=O)O)c(O)c2)c1	-8%	0.4	7%	23%	-3%	-1%	2%	i	-0.9%
CC(C)c1ccc(C(=O)N2CCCN(C(=O)c3ccc(C(C)C)cc3)CC2)cc1	3%	-1.9	-3%	-4%	-1%	-5%	-3%	i	-1.2%
COc1cccc(NC(=O)CSc2nnc(COc3ccc4c(c3)CCCC4)o2)c1	-8%	0.7	-23%	-11%	9%	-12%	5%	i	-1.7%
COCCN(CC(=O)Nc1cccc(C)c1C)C(=O)c1ccc2ccccc2n1	-2%	-0.1	0%	22%	9%	-3%	12%	i	4.4%
CS(=O)(=O)c1ccc(Cl)c(NC(=O)Nc2ccccc2)c1	-2%	1.5	-12%	-13%	0%	-7%	-5%	i	0.3%
Cn1c(C(=O)N[C@@H](C(=O)O)c2ccccc2)cc2cc(Cl)ccc21	8%	0.7	-31%	22%	7%	0%	2%	i	2.3%
CC(=O)c1cc(C(=O)c2ccccc2)sc1Nc1ccccc1	-10%	-0.5	1%	38%[activator]	6%	29%	u	u	u
CCOC(=O)c1cnc(Nc2ccccc2)nc1C(F)(F)F	1%	-1.1	1%	5%	-3%	37%	u	i	10%
CCOC(=O)C1CCN(C(=O)c2ccc(Br)o2)CC1	-13%	-1.2	-3%	-23%	-8%	0%	4%	i	0.4%
O=C(c1ccco1)N1N=C(C2CCCCC2)CC1(O)C(F)(F)F (stereo not drawn)	-2%	1.1	-36%	u	0%	-31%	-20%	i	-0.3%

Nrf2 block, hit marks shown above
compound | IL2 activator | Nrf2 block | Nrf2 ARE act
OC(CN=c1sc2ccccc2n1CC(O)COc1ccccc1)COc1ccccc1 (stereo not drawn) | 0.2 | 23µM* | -1.2%
O=C(CSc1nnc(COc2ccc(Cl)cc2)n1Cc1ccco1)c1ccccc1F | -1.0 | 13µM* | 0.1%

Only HepG2 viability, Nrf2 ARE act and TGFb SMAD3 inh (7 entries from above):
SMILES,HepG2 viability,Nrf2 ARE act,TGFb SMAD3 inh
CC(C)c1ccc(C(=O)N2CCCN(C(=O)c3ccc(C(C)C)cc3)CC2)cc1,-3%,-1.2%,-4%
COc1cccc(NC(=O)CSc2nnc(COc3ccc4c(c3)CCCC4)o2)c1,-23%,-1.7%,-11%
COCCN(CC(=O)Nc1cccc(C)c1C)C(=O)c1ccc2ccccc2n1,0%,4.4%,22%
CS(=O)(=O)c1ccc(Cl)c(NC(=O)Nc2ccccc2)c1,-12%,0.3%,-13%
Cn1c(C(=O)N[C@@H](C(=O)O)c2ccccc2)cc2cc(Cl)ccc21,-31%,2.3%,22%
CC(=O)c1cc(C(=O)c2ccccc2)sc1Nc1ccccc1,1%,u,38%[activator]
CCOC(=O)c1cnc(Nc2ccccc2)nc1C(F)(F)F,1%,10%,5%
